Screens as filed in PubChem BioAssay.
HT1080NT lethal – qHTS for induction of synthetic lethality in tumor cells producing 2HG: qHTS for the HT-1080-NT fibrosarcoma cell line; HT-1080-NT fibrosarcoma viability, CellTiter-Glo ATP luminescence, 48 h; Potency, µM (titrated, usually from 46.1 µM), without a hit: at the highest dose activity, negative = less viability, actives largely listed as cytotoxic; 360,000 tested, 1.6% active;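 note: NT is the 2HG producing partner of a matched IDH1 knockdown line; potency is the fitted concentration of half-maximal effect; 0% = DMSO-treated cells and -100% = media-only wells without cells; nearly all actives have a fitted effect of over 55% in size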
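HT-1080-NT; 750 cells/well; 5% FBS RPMI; 48 h compound, 37 degrees C; CellTiter-Glo luminescence; curve fitting and curve-class assignment.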
ATXN2 expr inh – Primary qHTS for Inhibitors of ATXN expression; HEK-293 ATXN2-luciferase reporter, luminescence, 24 h; 360,000 tested, 0.72% active; Potency, µM (highest dose often 57 µM), for inactives: top-dose activity change, negative = inhibition, hits mostly inhibitors; note: potency is the fitted concentration of half-maximal effect; % is set by controls: 0 for no effect and ±100 for the full control effect; nearly all actives have a fitted effect of over 55% in size
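ATXN2-luciferase reporter cells (luciferase flanked by upstream and downstream ATXN2 gene portions) were treated 24 h at 37 °C with compounds at up to 57 uM. SteadyGlo luminescence gave expression; GF-AFC fluorescence gave viability.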
MCF10A rereplic – A quantitative high throughput screen for small molecules that induce DNA re-replication in MCF 10a normal breast cells; MCF 10A DNA re-replication, Hoechst nuclear intensity, 48 h; Potency, µM (highest dose often 46.1 µM), for the others: at the top dose activity, positive = re-replication, hits mostly activators; 350,000 tested, 2.9% active; AID 624296, 2012; note: potency is the fitted concentration of half-maximal effect; % of control where 0% means no effect; nearly all actives have a fitted effect of over 50% in size
KB-3-1 cytotox – qHTS assay for MDR1-selective chemotherapeutics: Primary screen using the parental adenocarcinoma cell KB-3-1. AID 1347075, 2019. KB-3-1 viability, CellTiter-Glo ATP luminescence, 72 h. Potency, µM (titrated, usually from 46.1 µM), without a hit: top-dose activity change, negative = cytotoxic, actives largely listed as cytotoxic. 400,000 tested, 1.4% active; note: potency is the fitted concentration of half-maximal effect; % is set by controls: 0 for no effect and ±100 for the full control effect; nearly all actives have a fitted effect of over 60% in size
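Cytotoxicity measured as CellTiter-Glo luminescence after 72 h at 37 C. Compound titrations were pinned onto drug-naive KB-3-1 parental adenocarcinoma cells grown in DMEM with 10% FBS, and normalized data fitted to concentration-response curves.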
SW480 rerep – A quantitative high throughput screen for small molecules that induce DNA re-replication in SW480 colon adenocarcinoma cells | SW480 DNA re-replication, Hoechst DNA content imaging, 48 h | Potency, µM (highest dose often 46.1 µM), inactives show top-dose re-replication activation, usual class: activators | 340,000 tested, 1.8% active | AID 624297, 2012; note: potency is the fitted concentration of half-maximal effect; % of control where 0% means no effect; nearly all actives have a fitted effect of over 55% in size
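Treated cells incubate 48 hr (37 C, 5% CO2), are stained 40 min with Hoechst, and nuclear fluorescence is enumerated; a rise in nuclei with high DNA signal marks re-replication.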
IL1B secr inh – qHTS for Inhibitors of Inflammasome Signaling: IL-1-beta AlphaLISA Primary Screen. activity change, % at 57.5 µM. 360,000 tested, 4.7% active. THP-1 LPS/ATP IL-1B secretion, AlphaLISA, 16 h; stronger effect = lower value. AID 743279, 2014; in the data active = activity change below about -50%; inconclusive = mostly about -30% to -49%; note: % is set by controls: 0 for no effect and ±100 for the full control effect
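THP-1 cells pretreated 1 hr with compounds (up to 57.5 uM final), then stimulated with LPS (250 ng/mL final) plus ATP (1.25 mM final); secreted IL-1B measured by AlphaLISA after 16 hr, decreased signal indicating inhibition.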
HT1080 IDH1KD tx – qHTS for induction of synthetic lethality in tumor cells producing 2HG: qHTS for the HT-1080-IDH1KD cell line | HT-1080 IDH1 knockdown viability, ATP luminescence, 48 h | Potency, µM (titrated, usually from 46.1 µM), inactives show at the highest dose activity, negative = toxicity, actives largely listed as cytotoxic | 360,000 tested, 2% active;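 note: potency is the fitted concentration of half-maximal effect; 0% = DMSO wells and -100% = cell-free medium wells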
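After a 2 h attachment period, IDH1KD HT-1080 cells took pin-transferred compound for 48 h at 37 °C; ATP-based luminescence after 10 min room-temperature reagent incubation reported viability.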
KB-V1 MDR tox – qHTS assay for MDR1-selective chemotherapeutics: Primary screen using the drug-selected MDR subline cells KB-V1; 400,000 tested, 3.4% active; KB-V1 MDR cells viability, CellTiter-Glo, 72 h; Potency, µM (top dose mostly 46.1 µM), for the others: at the top dose activity change, negative = cytotoxicity, hits mostly cytotoxic; AID 1347076, 2019; note: potency is the fitted concentration of half-maximal effect; % is set by controls: 0 for no effect and ±100 for the full control effect; nearly all actives have a fitted effect of over 60% in size
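qHTS viability screen in drug-selected KB-V1 MDR cells: 72 h compound treatment at 37 degrees C, ATP luminescence end point.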
WRN helicase inh – qHTS for Inhibitors of WRN Helicase. WRN helicase unwinding, fluorescent forked duplex, kinetic. Potency, µM (highest dose often 114 µM), for inactives: top-dose activity change, negative = inhibition, actives largely listed as inhibitors. 360,000 tested, 0.46% active. AID 651768, 2012; note: potency is the fitted concentration of half-maximal effect; % is set by controls: 0 for no effect and ±100 for the full control effect; nearly all actives have a fitted effect of over 55% in size
Target sequence (Q14191 whole entry, looked up): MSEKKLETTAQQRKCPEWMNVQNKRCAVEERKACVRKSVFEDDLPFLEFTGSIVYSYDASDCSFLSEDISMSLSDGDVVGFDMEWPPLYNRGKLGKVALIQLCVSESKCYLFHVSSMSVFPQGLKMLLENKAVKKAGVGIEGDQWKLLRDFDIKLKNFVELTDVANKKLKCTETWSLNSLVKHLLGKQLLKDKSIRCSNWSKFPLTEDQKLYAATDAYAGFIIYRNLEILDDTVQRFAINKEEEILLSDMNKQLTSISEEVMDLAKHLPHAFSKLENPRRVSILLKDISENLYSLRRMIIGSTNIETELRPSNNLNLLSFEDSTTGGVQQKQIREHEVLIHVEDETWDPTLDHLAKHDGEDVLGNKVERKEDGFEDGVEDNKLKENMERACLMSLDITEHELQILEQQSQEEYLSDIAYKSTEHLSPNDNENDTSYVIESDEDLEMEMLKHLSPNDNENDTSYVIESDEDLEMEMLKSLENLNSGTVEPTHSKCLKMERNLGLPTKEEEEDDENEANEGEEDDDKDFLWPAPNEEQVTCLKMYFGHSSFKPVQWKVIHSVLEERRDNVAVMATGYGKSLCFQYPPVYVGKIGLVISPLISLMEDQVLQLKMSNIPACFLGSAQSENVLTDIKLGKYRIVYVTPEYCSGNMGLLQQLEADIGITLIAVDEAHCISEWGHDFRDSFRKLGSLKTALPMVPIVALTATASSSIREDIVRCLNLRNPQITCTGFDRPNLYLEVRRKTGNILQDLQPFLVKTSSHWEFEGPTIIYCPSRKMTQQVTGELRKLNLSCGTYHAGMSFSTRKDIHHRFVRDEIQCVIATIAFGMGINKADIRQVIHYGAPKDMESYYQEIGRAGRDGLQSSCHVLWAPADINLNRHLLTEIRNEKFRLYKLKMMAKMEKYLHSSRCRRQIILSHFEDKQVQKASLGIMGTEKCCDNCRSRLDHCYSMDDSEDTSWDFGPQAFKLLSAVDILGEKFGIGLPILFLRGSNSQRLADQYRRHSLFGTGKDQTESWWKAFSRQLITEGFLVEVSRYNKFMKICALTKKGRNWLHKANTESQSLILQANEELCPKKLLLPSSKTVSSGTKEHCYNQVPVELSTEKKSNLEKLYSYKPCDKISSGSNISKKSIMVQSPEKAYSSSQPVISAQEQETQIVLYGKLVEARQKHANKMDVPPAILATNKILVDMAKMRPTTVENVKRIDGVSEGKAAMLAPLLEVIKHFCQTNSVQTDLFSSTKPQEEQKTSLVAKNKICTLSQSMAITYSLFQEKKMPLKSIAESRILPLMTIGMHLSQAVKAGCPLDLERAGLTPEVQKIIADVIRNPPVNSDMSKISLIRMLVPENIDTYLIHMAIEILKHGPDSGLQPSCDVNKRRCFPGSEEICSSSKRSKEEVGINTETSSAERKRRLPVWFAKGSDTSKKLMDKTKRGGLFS
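Kinetic red-fluorescence monitoring (525/598 nm) tracks WRN helicase activity after 100 nM fluorophore-quencher forked duplex and 2 mM ATP are added to 20 nM enzyme pretreated 15 min at room temperature with compound.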
The depositor's hits bear a star; & = joins results of further samples; [ ] = dose if it differs, or a comment. Unless noted, calls come from the whole dose curve; as a rule, active = well fitted curve in the direction sought with a large enough effect; inconclusive = small, poorly fitted or top-dose-only effect, or another doubt; inactive = no such curve, though single readings can be large; an effect the other way counts as inactive or inconclusive. This is a random part of the collection; 12% or so of the library scored in one or more.

What do the screens show for `CCOC(=O)C1=CC(=O)CC(C)(C)O1`?
HT1080NT lethal: 1%; ATXN2 expr inh: 5%; MCF10A rereplic: -1%; KB-3-1 cytotox: -2%; SW480 rerep: -6%; IL1B secr inh: 2; HT1080 IDH1KD tx: 14%; KB-V1 MDR tox: 8%; WRN helicase inh: -2%

Results for Cc1ccc(NC(=O)c2nc[nH]c2C(=O)N2CCOCC2)c(C(=O)c2ccccc2)c1 ?
HT1080NT lethal: -2%; ATXN2 expr inh: 7%; MCF10A rereplic: 5%; KB-3-1 cytotox: 1%; SW480 rerep: 2%; IL1B secr inh: -14; HT1080 IDH1KD tx: -2%; KB-V1 MDR tox: 3%; WRN helicase inh: -8%

Results for COC(=O)NCC(C)OC(=O)Nc1ccc(Cl)cc1 (configuration not stated) ?
HT1080NT lethal: 1%; ATXN2 expr inh: 28%; MCF10A rereplic: 16%; KB-3-1 cytotox: inconclusive; SW480 rerep: 2%; IL1B secr inh: 2; HT1080 IDH1KD tx: 2%; KB-V1 MDR tox: -17%; WRN helicase inh: -1%

How did CCOC(=O)Nc1sc2c(c1C(=O)OCC)CCC2 do in these assays?
HT1080NT lethal: 10%; ATXN2 expr inh: 0%; MCF10A rereplic: 11%; KB-3-1 cytotox: -2%; SW480 rerep: 1%; IL1B secr inh: -6; HT1080 IDH1KD tx: 0%; KB-V1 MDR tox: -25%; WRN helicase inh: -4%

How did N/C(CSc1ccc(Cl)cc1)=N\NC(=O)c1ccncc1 do in these assays?
HT1080NT lethal: 0%; ATXN2 expr inh: -7%; MCF10A rereplic: 4%; KB-3-1 cytotox: -5%; SW480 rerep: inconclusive; IL1B secr inh: 48; HT1080 IDH1KD tx: 5%; KB-V1 MDR tox: inconclusive; WRN helicase inh: 13%

What do the screens show for `Cc1ccc(-c2nc(SCC(=O)NCC3CCCO3)c(-c3ccc(C)cc3)[nH]2)cc1` (configuration not stated)?
HT1080NT lethal: -5%; ATXN2 expr inh: -26%; MCF10A rereplic: 6%; KB-3-1 cytotox: 3%&1%; SW480 rerep: 2%; IL1B secr inh: -23; HT1080 IDH1KD tx: 2%; KB-V1 MDR tox: 1%&1%; WRN helicase inh: -2%

Results for COc1ccccc1N1CCN(c2ccc3cc(S(=O)(=O)N4CCCCC4)ccc3n2)CC1 ?
HT1080NT lethal: -18%; ATXN2 expr inh: -27%&-17%; MCF10A rereplic: inconclusive; KB-3-1 cytotox: -5%&0%; SW480 rerep: 83%; IL1B secr inh: 30; HT1080 IDH1KD tx: -19%; KB-V1 MDR tox: 6%&-3%; WRN helicase inh: 3%

How did O=C(/C=C/c1ccc2c(c1)OCO2)NCc1ccc(F)cc1 do in these assays?
HT1080NT lethal: -5%; ATXN2 expr inh: 4%; MCF10A rereplic: inconclusive; KB-3-1 cytotox: -7%; SW480 rerep: 3%; IL1B secr inh: -1; HT1080 IDH1KD tx: 1%; KB-V1 MDR tox: -17%; WRN helicase inh: -30%

What do the screens show for `O=C(/C=C\Nc1ccc2c(c1)OCO2)c1ccc(Cl)s1`?
HT1080NT lethal: -19%; ATXN2 expr inh: -17%; MCF10A rereplic: 3%; KB-3-1 cytotox: -4%; SW480 rerep: -8%; IL1B secr inh: -14; HT1080 IDH1KD tx: inconclusive; KB-V1 MDR tox: 0%; WRN helicase inh: -23%

How did O=C(Nc1cccc(S(=O)(=O)N2CCCCC2)c1)c1ccc(S(=O)(=O)C(F)F)cc1 do in these assays?
HT1080NT lethal: 0%; ATXN2 expr inh: inconclusive; MCF10A rereplic: 2%; KB-3-1 cytotox: inconclusive; SW480 rerep: -3%; IL1B secr inh: -82*; HT1080 IDH1KD tx: -15%; KB-V1 MDR tox: 7.3µM*; WRN helicase inh: -1%

Results for COc1ccc(-c2nc(CS(=O)CC(=O)NCc3ccc(F)cc3)c(C)o2)cc1 (configuration not stated) ?
HT1080NT lethal: -8%; ATXN2 expr inh: -3%; MCF10A rereplic: 7%; KB-3-1 cytotox: -1%; SW480 rerep: -1%; IL1B secr inh: -15; HT1080 IDH1KD tx: -7%; KB-V1 MDR tox: 19%; WRN helicase inh: 3%

Results for C=CCn1c(SCC(=O)Nc2ccc(Br)cc2)nc(O)c(CC)c1=O ?
HT1080NT lethal: -17%; ATXN2 expr inh: -9%; MCF10A rereplic: -1%; KB-3-1 cytotox: -15%; SW480 rerep: -22%; IL1B secr inh: 34; HT1080 IDH1KD tx: -22%; KB-V1 MDR tox: 9%; WRN helicase inh: 6%

How did COc1ccc2sc(SCCCS(=O)(=O)O)[n+](CCCS(=O)(=O)[O-])c2c1 do in these assays?
HT1080NT lethal: -1%; ATXN2 expr inh: -2%; MCF10A rereplic: -6%; KB-3-1 cytotox: 6%; SW480 rerep: -4%; IL1B secr inh: 6; HT1080 IDH1KD tx: -1%; KB-V1 MDR tox: 1%; WRN helicase inh: -26%

Results for O=C(CN1C(=O)NC(CCc2ccccc2)C1=O)N1CCCCCC1 (configuration not stated) ?
HT1080NT lethal: 0%[9.24 µM]; ATXN2 expr inh: 1%; MCF10A rereplic: -4%; KB-3-1 cytotox: 15%; SW480 rerep: -4%; IL1B secr inh: 10; HT1080 IDH1KD tx: 6%; KB-V1 MDR tox: 0%; WRN helicase inh: -1%

Results for C=C(C)C1Cc2c(C)nn(-c3ccccn3)c2C1 (configuration not stated) ?
HT1080NT lethal: -10%; ATXN2 expr inh: 2%; MCF10A rereplic: 1%; KB-3-1 cytotox: -9%; SW480 rerep: -3%; IL1B secr inh: 6; HT1080 IDH1KD tx: -2%; KB-V1 MDR tox: -1%; WRN helicase inh: 2%

How did CC(C)CC(=O)N1CCN(C(=O)c2cccc(F)c2)CC1 do in these assays?
HT1080NT lethal: 19%; ATXN2 expr inh: -1%; MCF10A rereplic: 1%; KB-3-1 cytotox: 16%; SW480 rerep: -3%; IL1B secr inh: 13; HT1080 IDH1KD tx: 6%[9.24 µM]; KB-V1 MDR tox: -12%; WRN helicase inh: -1%

Results for O=C(COC(=O)c1cnccn1)Nc1cc(S(=O)(=O)N2CCOCC2)ccc1Cl ?
HT1080NT lethal: 3%; ATXN2 expr inh: 2%; MCF10A rereplic: 6%; SW480 rerep: 2%; IL1B secr inh: -7; HT1080 IDH1KD tx: 1%; WRN helicase inh: -15%

How did CN(C)c1ncnc2c1ncn2[C@H]1CN(Cc2cccs2)C[C@@H](CO)O1 do in these assays?
HT1080NT lethal: 28%; ATXN2 expr inh: 5%; KB-3-1 cytotox: 0%; IL1B secr inh: 21; HT1080 IDH1KD tx: 9%; KB-V1 MDR tox: 0%; WRN helicase inh: -2%

How did O=C(C[n+]1cccc(/C=N/O)c1)N1CCCCCC1 do in these assays?
HT1080NT lethal: 17%; ATXN2 expr inh: -20%[11.3 µM]; MCF10A rereplic: -3%; KB-3-1 cytotox: 16%; SW480 rerep: -17%; IL1B secr inh: 12; HT1080 IDH1KD tx: 6%; KB-V1 MDR tox: -3%; WRN helicase inh: -11%[57.1 µM]

What do the screens show for `COc1ccc2c(c1)[nH]c1c(=O)n(CCCN3CCOCC3)cnc12`?
HT1080NT lethal: 12%; ATXN2 expr inh: 6%; MCF10A rereplic: 2%; KB-3-1 cytotox: 0%; SW480 rerep: -2%[9.22 µM]; IL1B secr inh: 20; HT1080 IDH1KD tx: 8%; KB-V1 MDR tox: -1%; WRN helicase inh: -4%

How did Cn1cnnc1SCC(=O)Nc1cc(S(=O)(=O)N2CCCCCC2)ccc1Cl do in these assays?
HT1080NT lethal: -2%; ATXN2 expr inh: 4%; MCF10A rereplic: 2%; KB-3-1 cytotox: 18%; IL1B secr inh: 1; HT1080 IDH1KD tx: 4%; KB-V1 MDR tox: -19%; WRN helicase inh: -3%

Results for N#Cc1cn(-c2ccccc2)nc1-c1ccccc1 ?
HT1080NT lethal: -20%; ATXN2 expr inh: 13%; MCF10A rereplic: -5%; KB-3-1 cytotox: -7%; SW480 rerep: 1%; IL1B secr inh: 15; HT1080 IDH1KD tx: -2%; KB-V1 MDR tox: -8%; WRN helicase inh: -3%

In the list so far, these contain a thiophene ring, fused or not.
How did CCOC(=O)Nc1sc2c(c1C(=O)OCC)CCC2 do in these assays?
HT1080NT lethal: 10%; ATXN2 expr inh: 0%; MCF10A rereplic: 11%; KB-3-1 cytotox: -2%; SW480 rerep: 1%; IL1B secr inh: -6; HT1080 IDH1KD tx: 0%; KB-V1 MDR tox: -25%; WRN helicase inh: -4%

What do the screens show for `O=C(/C=C\Nc1ccc2c(c1)OCO2)c1ccc(Cl)s1`?
HT1080NT lethal: -19%; ATXN2 expr inh: -17%; MCF10A rereplic: 3%; KB-3-1 cytotox: -4%; SW480 rerep: -8%; IL1B secr inh: -14; HT1080 IDH1KD tx: inconclusive; KB-V1 MDR tox: 0%; WRN helicase inh: -23%

How did CN(C)c1ncnc2c1ncn2[C@H]1CN(Cc2cccs2)C[C@@H](CO)O1 do in these assays?
HT1080NT lethal: 28%; ATXN2 expr inh: 5%; KB-3-1 cytotox: 0%; IL1B secr inh: 21; HT1080 IDH1KD tx: 9%; KB-V1 MDR tox: 0%; WRN helicase inh: -2%
